Screening data from PubChem.
PI5P4Ka inh – blocks human PI5P4K alpha kinase activity. P48426. PI5P4Kalpha enzyme, ADP-Glo luminescence, 60 min; hits give low values. max response, %. 330,000 tested, 1.2% active. AID 652105; active = max response of -50% or lower; inconclusive = between -30% and -50%; inactive = -30% or higher; note: value at the top dose of about 77 µM; % is set by controls: 0 for no effect and ±100 for the full control effect
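ADP-Glo luminescence end-point after a 60 min room-temperature kinase reaction. PI5P4Kalpha and substrate in HEPES pH 7.4 buffer with EGTA, 0.1% CHAPS and 5% DMSO; ATP at 5 microM final.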
CCT modulator – cytosolic chaperonin activity modulation; purified chaperonin ATPase assay, HTRF ADP detection, 30 min; activity change, % (test concentration not listed), hits read low; 360,000 tested, 0.3% active; AID 651819; in the data active = activity change below about -30%; note: % is set by controls: 0 for no effect and ±100 for the full control effect
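Enzyme 40 or 20 nM (batch-dependent) in Tris pH 7.4/KCl/MgCl2/DTT; cpd 76 uM single point; ATP 10 uM; 30 min 37 °C; Transcreener ADP HTRF detection, 30 min RT; ratio 665/615.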
EPAC1 antagonist – blocks human EPAC1 exchange factor. Potency, µM (top dose mostly 115 µM), for inactives: at the top dose activity change, negative = inhibition, most hits filed as inhibitors. 360,000 tested, 0.14% active. AID 720709. EPAC1 GEF assay, Rap1b-BODIPY-GDP exchange fluorescence;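 note: potency is the fitted concentration of half-maximal effect; plate controls were vehicle for no effect and positive control for full effect; nearly all actives have a fitted effect of over 50% in size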
Target sequence (O95398 whole entry, looked up): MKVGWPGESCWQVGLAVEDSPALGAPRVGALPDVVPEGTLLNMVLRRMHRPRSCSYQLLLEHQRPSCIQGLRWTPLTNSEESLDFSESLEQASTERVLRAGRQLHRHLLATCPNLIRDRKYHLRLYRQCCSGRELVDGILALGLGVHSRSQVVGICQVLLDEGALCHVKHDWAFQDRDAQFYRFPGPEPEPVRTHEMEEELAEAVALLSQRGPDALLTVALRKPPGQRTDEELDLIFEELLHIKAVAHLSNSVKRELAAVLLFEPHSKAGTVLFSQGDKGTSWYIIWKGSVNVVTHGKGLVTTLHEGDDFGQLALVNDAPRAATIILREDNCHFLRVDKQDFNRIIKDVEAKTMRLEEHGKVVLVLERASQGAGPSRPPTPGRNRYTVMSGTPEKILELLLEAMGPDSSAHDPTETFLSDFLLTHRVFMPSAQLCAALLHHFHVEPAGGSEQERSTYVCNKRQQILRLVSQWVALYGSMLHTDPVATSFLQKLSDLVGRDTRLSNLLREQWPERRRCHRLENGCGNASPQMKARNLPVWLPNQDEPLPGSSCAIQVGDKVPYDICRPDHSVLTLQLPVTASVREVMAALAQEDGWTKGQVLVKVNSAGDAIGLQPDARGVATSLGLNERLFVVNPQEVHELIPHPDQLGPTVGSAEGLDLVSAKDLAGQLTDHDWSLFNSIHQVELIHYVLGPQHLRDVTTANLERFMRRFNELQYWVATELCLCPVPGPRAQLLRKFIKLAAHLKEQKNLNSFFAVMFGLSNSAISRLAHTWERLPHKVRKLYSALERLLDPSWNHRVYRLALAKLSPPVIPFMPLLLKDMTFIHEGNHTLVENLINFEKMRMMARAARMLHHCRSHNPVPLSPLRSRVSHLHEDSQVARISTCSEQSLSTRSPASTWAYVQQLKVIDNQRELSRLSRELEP
EPAC2 agonist – EPAC2 (human) agonism; Q8WZA2; EPAC2 activation, biochemical qHTS; response scale: 100% = 6.5 mM cAMP response; AID 720711; 360,000 tested, 0.079% active; Potency, µM (highest dose often 154 µM), without a hit: at the top dose activation, usual class: activators; note: potency is the fitted concentration of half-maximal effect; nearly all actives have a fitted effect of over 50% in size
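Readout is BODIPY fluorescence (480 nm excitation, 540 nm emission), which falls as labeled GDP is exchanged off Rap1B. EPAC2 at 100 nM acted on 250 nM RAP1B-BODIPY-GDP with 50 uM GDP present.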
IL-2 act – IL-2 activation; IL-2 activation reporter assay, cell-based qHTS; stimulated with anti-CD3/CD4/CD28 beads; in transgenic mouse T cells; activation, % (series mostly up to about 46 µM); 360,000 tested, 0.065% active; AID 652025; in the data active = activation above about 50%; inconclusive = mostly about 30% to 49%; note: 0% is about no effect
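Unstimulated transgenic mouse T cells, 750 per well, received compound and, after 60 minutes, anti-CD3/anti-CD4 bead plus anti-CD28 stimulation. EGFP and DsRed were quantified after 18 hours.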
WRN helicase inh – WRN helicase (human) inhibition. WRN helicase unwinding, fluorescent forked duplex, kinetic. Potency, µM (doses to about 114 µM), for inactives: top-dose activity change, negative = inhibition, most hits filed as inhibitors. 360,000 tested, 0.46% active; note: potency is the fitted concentration of half-maximal effect; % is set by controls: 0 for no effect and ±100 for the full control effect; nearly all actives have a fitted effect of over 55% in size
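Kinetic red-fluorescence monitoring (525/598 nm) tracks WRN helicase activity after 100 nM fluorophore-quencher forked duplex and 2 mM ATP are added to 20 nM enzyme pretreated 15 min at room temperature with compound.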
PLK1 PBD inh – blocks phosphopeptide binding to human PLK1 polo-box domain; P53350; Plk1 PBD binding of FITC phosphopeptide, fluorescence polarization; Potency, µM, without a hit: max response, negative = inhibition, actives largely listed as inhibitors; 360,000 tested, 2.8% active; AID 720504; note: potency is the fitted concentration of half-maximal effect; series mostly up to about 57 µM; % is set by controls: 0 for no effect and ±100 for the full control effect; nearly all actives have a fitted effect of over 65% in size
EPAC1 ag – EPAC1 (human) agonism | O95398 | EPAC1 agonist qHTS, biochemical assay; response scale: 100% = response to 6.5 mM cAMP | Potency, µM (top dose mostly 154 µM), for the others: top-dose activation, actives largely listed as activators | 360,000 tested, 0.073% active; note: potency is the fitted concentration of half-maximal effect; nearly all actives have a fitted effect of over 60% in size
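EPAC1 100 nM, Rap1B–BODIPY-GDP 250 nM, unlabeled GDP 50 uM; compound titration; 5 min RT; kinetic read ex480/em540 at 5-min intervals ×30 min; data normalized to 6.5 mM cAMP agonist control.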
Starred values were filed as active, the others as inactive; ? = inconclusive; nt = no result given; [ ] = another dose, or the depositor's remark. Unless noted, calls come from the whole dose curve; as a rule, active = well fitted curve in the direction sought with a large enough effect; inconclusive = small, poorly fitted or top-dose-only effect, or another doubt; inactive = no such curve, though single readings can be large; an effect the other way counts as inactive or inconclusive. This is a subset (hit frequency here may not be typical).

Abbreviations – A = PI5P4Ka inh; B = CCT modulator; C = EPAC1 antagonist; D = EPAC2 agonist; E = IL-2 act; F = WRN helicase inh; G = PLK1 PBD inh; H = EPAC1 ag
CCCOc1ccc(C(=O)N2CCN(Cc3ccc4c(c3)OCO4)CC2)cc1
  A = -3	B = -1.3	C = 3%	D = 11%	E = -0.9	F = -17%	G = -19%	H = -1%
Nc1nonc1C(=O)NCCc1ccccc1
  A = -1	B = -1.3	C = 11%	D = -4%	E = -2.9	F = 2%	G = -5%	H = -10%
OC1(c2cccc(C(F)(F)F)c2)CCNCC1
  A = 1	B = -4.9	C = 13%	D = -15%	E = 0.1	F = 10%	G = 0%	H = 0%
O=C(Cn1nc(C(F)F)cc1C(F)F)NNC(=S)Nc1ccc([N+](=O)[O-])cc1
  A = 3	B = -0.8	C = 1%	D = -6%	E = 0.1	F = -9%	G = -15%	H = 5%
O=C(CCN1CCN(Cc2ccccc2)CC1)NNC(=O)c1cc2ccccc2o1
  A = 2	B = -0.8	C = 16%	D = 3%	E = 0.1	F = 5%	G = 1%	H = 1%
Nc1ncn([C@@H]2O[C@H](CO)[C@@H](O)[C@H]2O)c(=O)n1
  A = 0	B = 0.3	C = -3%	D = 3%	E = -0.3	F = -4%	G = 2%	H = -11%
CC(=O)c1ccc(N(CC(=O)NC2CCS(=O)(=O)C2)S(=O)(=O)c2ccc(C)cc2)cc1 (centres undefined)
  A = 1	B = -3.9	C = 1%	D = 11%	E = 1.1	F = -23%	G = -2%	H = 18%
O=C(CSc1ncn[nH]1)c1ccc2c(c1)OCCO2
  A = nt	B = 1.0	C = 3%	D = 3%	E = -1.0	F = -7%	G = ?	H = -6%
O=C(Nc1cc2c3c(c1)C1CCCC1CN3CC1CCCC21)c1ccccc1 (centres undefined)
  A = nt	B = -1.1	C = 11%	D = -9%	E = 0.9	F = 13%	G = -17%	H = -12%
Cc1cc(NC(=O)CCC(=O)N(Cc2ccco2)C2(C(=O)NC3CCCCC3)CCN(C)CC2)no1
  A = -1	B = -0.7	C = 0%	D = 4%	E = -1.8	F = -2%	G = -2%	H = -2%
O=C(Nc1ccc(CN2CCS(=O)(=O)CC2)cc1)c1ccc(F)cc1
  A = -9	B = -1.7	C = -13%	D = 6%	E = -0.4	F = 1%	G = -6%	H = 2%
COc1ccc(C(C)=O)cc1COc1cccc2cccnc12
  A = -3	B = 0.5	C = -7%	D = 6%	E = 0.3	F = -2%	G = -6%	H = 9%
O=C(Nc1ccc(Br)c(Cl)c1)c1ccco1
  A = 3	B = -2.4	C = -24%	D = 2%	E = -0.9	F = -1%	G = -2%	H = 0%
CCn1cc(S(=O)(=O)c2ccc(C)cc2)c(=O)c2cc(OC)ccc21
  A = -1	B = -1.2	C = -3%	D = 3%	E = 3.1	F = -3%	G = 1%	H = 7%
COc1ccc(SC[C@H](C)CN2CC[C@H](C)CCC2=O)cc1
  A = -2	B = -1.4	C = -23%	D = 3%	E = -1.1	F = 5%	G = -14%	H = -1%
Cc1cc(Br)ccc1NC(=S)NC1CCCC1
  A = -9	B = -1.3	C = ?	D = 6%	E = -3.7	F = 8%	G = -1%	H = -11%
CCOC(=O)CC1C(=O)NCCN1S(=O)(=O)c1ccc(F)cc1 (centres undefined)
  A = 3	B = -1.4	C = -2%	D = 7%	E = -3.0	F = -2%	G = -11%	H = 3%
O=C(O)CCCC(=O)NCCCc1ccccc1
  A = -6	B = 1.3	C = -1%	D = 3%	E = 1.2	F = 1%	G = 2%	H = 0%
O=C(O)c1ccc(-c2nc(-c3ccc(Cl)cc3)cs2)cc1
  A = -7	B = -4.9	C = -3%	D = 9%	E = -0.1	F = -9%	G = ?	H = 5%
O=C(O)/C=C/C(=O)c1c(-c2ccccc2)[nH]c2ccccc12
  A = -6	B = -2.1	C = ?	D = 15%	E = -0.3	F = -34%	G = -14%	H = 2%
O=C(C1CCN(c2ccc(N3CCOCC3)nn2)CC1)N1CCN(c2ccc(F)cc2)CC1
  A = nt	B = -1.2	C = -2%	D = 6%	E = 0.1	F = -4%	G = -3%	H = 3%
COc1ccc(CC(=O)Nc2nccs2)cc1OC
  A = 3	B = 2.0	C = 12%	D = -8%	E = 0.5	F = 5%	G = -1%	H = -9%
Cc1ccc(S(=O)(=O)N2CCN(CCNC(=O)C(=O)Nc3ccc(F)cc3)CC2)cc1
  A = 8	B = 1.3	C = 9%	D = 1%	E = -0.7	F = -11%	G = 1%	H = -9%
Cc1ccc(/C=C/c2nc3ccccc3c(=O)[nH]2)cc1
  A = -1	B = -1.5	C = 3%	D = 12%	E = 1.0	F = -14%	G = -9%	H = 11%
CCS(=O)(=O)N1CCN(C(=O)c2cc(OC)cc(OC)c2)CC1
  A = nt	B = -0.7	C = 0%	D = 14%	E = -1.2	F = -8%[57.1 µM]	G = -10%	H = 7%
CCC(=O)OCC(=O)C1(OC(=O)CC)[C@H](C)C[C@H]2[C@H]3[C@H]([C@@H](O)C[C@@]21C)[C@@]1(C)C=CC(=O)C=C1C[C@H]3Cl (some centres undefined)
  A = -2	B = -1.7	C = -8%	D = ?	E = -0.2	F = 0%	G = -10%	H = -19%
CCOc1cc2nc(-c3ccc(OC)c(OC)c3)nc(NCCCN3CCOCC3)c2cc1OC
  A = -10	B = 0.0	C = 3%	D = 1%	E = -3.0	F = -24%	G = -7%	H = -6%
CC(C)Cc1c(O)nc(SCCN2CCOCC2)[nH]c1=O
  A = -19	B = -1.6	C = -1%	D = -6%	E = -1.3	F = -1%	G = -1%	H = -1%
CC1(C)Cc2nc(N3CCCC3)c(C#N)cc2CO1
  A = 0	B = -0.2	C = -9%	D = 8%	E = 0.4	F = 5%	G = -13%	H = 7%
CCOc1ccc(Br)cc1S(=O)(=O)Nc1ccc(NC(=O)c2ccccc2C)cc1
  A = -4	B = -0.3	C = -6%	D = 12%	E = -0.2	F = 2%	G = -6%	H = -3%
COc1ccc2[nH]c(=O)c(CN(C(C)=O)c3cccc(C)c3)cc2c1
  A = 3	B = -1.4	C = 2%	D = 4%	E = 1.2	F = -3%	G = -5%	H = -1%
CCOC(=O)C1CCCN(Cc2sccc2C)C1 (centres undefined)
  A = nt	B = 1.3	C = -9%	D = 12%	E = 0.6	F = -6%	G = -4%	H = 8%
COCCNC(=O)C1CCN(S(=O)(=O)c2ccccc2)CC1
  A = nt	B = 2.1	C = 12%	D = 3%	E = -2.9	F = -6%	G = -14%	H = 2%
O=C(NCc1ccco1)c1ccccc1SCC(=O)N1CCCC1
  A = 4	B = 2.7	C = -14%	D = 8%	E = 0.4	F = 6%	G = -16%	H = 3%
COc1ccc(/C=C(\C#N)C(=O)OCC(=O)NC(C)c2ccccc2)cc1 (centres undefined)
  A = -7	B = -1.5	C = 5%	D = 7%	E = -4.0	F = 3%	G = -14%	H = 8%
CC1CCCC(NC(=O)CSc2ccc(F)cc2)C1C (centres undefined)
  A = -6	B = -1.1	C = -22%	D = -5%	E = 0.9	F = -4%	G = -7%	H = -11%
C#CCNC(=O)C1=C[C@@H](c2ccc(Br)cc2)[C@H](CCCO)[C@@H](OCC)O1
  A = -2	B = -0.1	C = 6%	D = 3%	E = 0.2	F = 4%	G = -8%	H = -4%
Cc1cccn2cc(-c3ccccc3)nc12
  A = -7	B = -2.1	C = -4%	D = 5%	E = -0.9	F = 2%	G = -3%	H = -5%
COc1ccc(S(=O)(=O)NCc2ccc3c(c2)OCO3)cc1C(=O)O
  A = -1	B = -0.5	C = 0%	D = -3%	E = -2.4	F = 4%	G = -6%	H = -2%
Cc1c(C)c2c(OCC(=O)O)cc3c(c2oc1=O)CCC(C)(C)O3
  A = -6	B = 0.2	C = 13%	D = 1%	E = -0.2	F = -4%	G = -6%	H = 0%
COc1ccc(Nc2nc(N)nc(CN3CCC(C)CC3)n2)cc1
  A = -11	B = -3.5	C = 1%	D = 9%	E = -0.8	F = 4%	G = -5%	H = 6%
C=C(C)[C@@H](O)COc1c2ccoc2cc2oc(=O)ccc12
  A = 4	B = 0.2	C = -5%	D = 7%	E = 0.4	F = -2%	G = 1%	H = 13%
Cn1c(C2=C(O)CN(Cc3ccccc3)C2=N)[n+](C)c2ccccc21
  A = 4	B = -0.9	C = 3%	D = 0%	E = 0.0	F = -2%	G = 2%	H = -4%
Cc1cc(N/N=C/c2ccccc2)nc(N2CCOCC2)n1
  A = -3	B = -0.8	C = ?	D = 11%	E = -0.7	F = -26%	G = -3%	H = -12%

Structures from the list above that contain fluorine, in the order listed:
Abbreviations – A = PI5P4Ka inh; B = CCT modulator; C = EPAC1 antagonist; D = EPAC2 agonist; E = IL-2 act; F = WRN helicase inh; G = PLK1 PBD inh; H = EPAC1 ag
OC1(c2cccc(C(F)(F)F)c2)CCNCC1
  A = 1	B = -4.9	C = 13%	D = -15%	E = 0.1	F = 10%	G = 0%	H = 0%
O=C(Cn1nc(C(F)F)cc1C(F)F)NNC(=S)Nc1ccc([N+](=O)[O-])cc1
  A = 3	B = -0.8	C = 1%	D = -6%	E = 0.1	F = -9%	G = -15%	H = 5%
O=C(Nc1ccc(CN2CCS(=O)(=O)CC2)cc1)c1ccc(F)cc1
  A = -9	B = -1.7	C = -13%	D = 6%	E = -0.4	F = 1%	G = -6%	H = 2%
CCOC(=O)CC1C(=O)NCCN1S(=O)(=O)c1ccc(F)cc1 (centres undefined)
  A = 3	B = -1.4	C = -2%	D = 7%	E = -3.0	F = -2%	G = -11%	H = 3%
O=C(C1CCN(c2ccc(N3CCOCC3)nn2)CC1)N1CCN(c2ccc(F)cc2)CC1
  A = nt	B = -1.2	C = -2%	D = 6%	E = 0.1	F = -4%	G = -3%	H = 3%
Cc1ccc(S(=O)(=O)N2CCN(CCNC(=O)C(=O)Nc3ccc(F)cc3)CC2)cc1
  A = 8	B = 1.3	C = 9%	D = 1%	E = -0.7	F = -11%	G = 1%	H = -9%
CC1CCCC(NC(=O)CSc2ccc(F)cc2)C1C (centres undefined)
  A = -6	B = -1.1	C = -22%	D = -5%	E = 0.9	F = -4%	G = -7%	H = -11%

Record cards, as listed above:
Record of `COCCNC(=O)C1CCN(S(=O)(=O)c2ccccc2)CC1` : PI5P4Ka inh = nt; CCT modulator = 2.1; EPAC1 antagonist = 12%; EPAC2 agonist = 3%; IL-2 act = -2.9; WRN helicase inh = -6%; PLK1 PBD inh = -14%; EPAC1 ag = 2%
Record of `Cc1cccn2cc(-c3ccccc3)nc12` : PI5P4Ka inh = -7; CCT modulator = -2.1; EPAC1 antagonist = -4%; EPAC2 agonist = 5%; IL-2 act = -0.9; WRN helicase inh = 2%; PLK1 PBD inh = -3%; EPAC1 ag = -5%
